Screens from PubChem.
NPY1 pot ag: NPY-Y1 receptor potentiators or agonists, primary screen, cell-based; Neuropeptide Y receptor type 1 (Homo sapiens), P25929; NPY-Y1 expressing cells, potentiator/agonist activation; activation, % at 3.6 µM; 220,000 compounds, 0.37% hits; AID 1304, 2008; in the data active means activation above about 33%, passing the limit was not always enough;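 further: cells stimulated with NPY at EC10 then isoproterenol at EC100; 0% = low agonist plus stimulus and 100% = saturating agonist plus stimulus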
S1P4 ag: S1P4 receptor agonists, primary screen, cell-based | Sphingosine 1-phosphate receptor 4 (Homo sapiens), O95977 | S1P4-expressing cell line, agonist reporter assay | activation, % at 4.98 µM | 220,000 compounds, 0.35% hits | AID 1509, 2009; in the data active means activation above about 11%;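 further: 0% = DMSO vehicle and 100% = reference agonist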
NPY2 pot ag: NPY-Y2 potentiators or agonists, primary screen, cell-based; Neuropeptide Y receptor type 2 (Homo sapiens), P49146; cells expressing NPY-Y2, potentiator/agonist read-out; activation, % at 3.6 µM; 220,000 compounds, 0.45% hits; AID 1359, 2008; in the data active means activation above about 27%;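 further: cells stimulated with NPY near EC25 plus isoproterenol at EC100; 0% = vehicle plus submaximal agonist and 100% = vehicle plus saturating agonist; some results beyond the cut were filed as inactive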
EP2 modulator: EP2 receptor modulators, cAMP readout, primary screen, cell-based, HTRF cAMP, PGE2 stimulation; Prostaglandin E2 receptor EP2 subtype (Homo sapiens), P43116; EP2-expressing cells, cAMP HTRF FRET, PGE2 co-stimulation; induction, % at 25 µM; 260,000 compounds, 0.83% hits; AID 940, 2007;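 active means compounds whose cAMP rise, as percent of the full-agonist control response, exceeds 60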;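 further: rat C6 glioma line stably carrying human EP2 under a CMV promoter; the protocol text gives 20 µM as final concentration; 100% = response of wells given 1 µM PGE2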
PGE2 EP2 inh: human EP2 receptor antagonists, primary screen, TR-FRET cAMP, C6 glioma cells; Prostaglandin E2 receptor EP2 subtype (Homo sapiens), P43116; C6 glioma cells expressing human EP2; cells stimulated with saturating PGE2; inhibition, % at 25 µM; 260,000 compounds, 0.52% hits;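 active means percent inhibition above 40 after rounding to a whole number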;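 further: rat C6 glioma host cells with rolipram phosphodiesterase inhibitor present; the protocol text gives 20 µM as final concentration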
eIF4E 4G PPI: eIF4E–eIF4G protein interaction inhibitors, primary screen, biochemical, uHTS, TR-FRET, eIF4GI fragment; inhibition, % at 21.7 µM; TR-FRET eIF4E-eIF4GI(517-606) binding, 2 h; Eukaryotic translation initiation factor 4E (Mus musculus) + Eukaryotic translation …; AID 782, 2007; 220,000 compounds, 0.37% hits;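 active means inhibition above about 30%, limit read from the data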;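 further: 0% = full FRET control wells and 100% = background wells lacking eIF4GI fragment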
NPY-Y1 antag: NPY-Y1 receptor antagonists, primary screen, cell-based. HEK293-CNG Y1 cells, membrane potential fluorescence; NPY at EC95, then isoproterenol. AID 1040, 2008. 200,000 compounds, 1% hits. inhibition, % at 3.6 µM. Neuropeptide Y receptor type 1 (Homo sapiens), P25929;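 active means inhibition above the campaign mean inhibition of all tested compounds plus 3 SD, cut at about 20% in these data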;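 further: 0% = DMSO wells given NPY plus isoproterenol and 100% = isoproterenol alone without NPY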
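Assay system: HEK293 cells with Y1 receptor plus CNG channel | Probe or stimulus: NPY (25 nM), isoproterenol (1 µM), Ro 20-1724 (25 µM) | Timing: Compound incubation 1 h at room temperature, readout 45 min post-stimulation | Measured by: Membrane-potential fluorescent dye readout | Benchmarks: High control isoproterenol alone, low control NPY with isoproterenol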
p97 inhibitor: inhibitors of human p97 ATPase, primary screen, biochemical. Transitional endoplasmic reticulum ATPase (Homo sapiens), P55072. recombinant p97 ATPase, Kinase-Glo ATP luminescence, 3 h. inhibition, % at 8 µM. 220,000 compounds, 0.42% hits. AID 1481, 2009; in the data active means inhibition above about 15%;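 further: 0% = DMSO vehicle and 100% = wells lacking enzyme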
Target sequence (P55072 whole entry, looked up): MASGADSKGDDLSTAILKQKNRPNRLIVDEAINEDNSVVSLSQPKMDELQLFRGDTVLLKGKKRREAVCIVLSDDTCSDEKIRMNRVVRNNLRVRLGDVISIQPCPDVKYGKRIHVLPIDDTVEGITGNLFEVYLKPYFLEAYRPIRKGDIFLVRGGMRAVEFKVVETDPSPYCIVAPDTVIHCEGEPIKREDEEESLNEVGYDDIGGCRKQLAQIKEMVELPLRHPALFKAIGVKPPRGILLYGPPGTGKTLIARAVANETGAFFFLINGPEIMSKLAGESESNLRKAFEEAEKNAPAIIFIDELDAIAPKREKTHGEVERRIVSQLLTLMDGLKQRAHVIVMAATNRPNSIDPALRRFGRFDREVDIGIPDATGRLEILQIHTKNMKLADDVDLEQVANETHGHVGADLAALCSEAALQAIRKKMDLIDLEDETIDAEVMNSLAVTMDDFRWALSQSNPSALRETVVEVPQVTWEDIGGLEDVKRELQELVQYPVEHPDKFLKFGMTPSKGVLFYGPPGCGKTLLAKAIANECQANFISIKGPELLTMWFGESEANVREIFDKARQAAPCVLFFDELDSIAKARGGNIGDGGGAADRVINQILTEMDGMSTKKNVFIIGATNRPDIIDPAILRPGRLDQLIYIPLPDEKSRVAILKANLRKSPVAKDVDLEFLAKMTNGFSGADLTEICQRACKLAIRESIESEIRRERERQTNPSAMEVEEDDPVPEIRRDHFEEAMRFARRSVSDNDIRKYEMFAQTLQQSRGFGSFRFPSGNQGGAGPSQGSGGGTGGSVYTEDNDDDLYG
S1P4 antag: S1P4 receptor antagonists, primary screen, cell-based; Sphingosine 1-phosphate receptor 4 (Homo sapiens), O95977; S1P4-expressing cells, antagonist mode, reporter read-out; inhibition, % at 4.98 µM; 220,000 compounds, 0.26% hits; in the data active means inhibition above about 29%;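 further: 0% = wells stimulated with agonist and 100% = vehicle wells without agonist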
* hit, by the source's call; / = not tested or not shown; & = joins results of further samples; [ ] = dose if it differs, or a comment.

#	molecule	eIF4E 4G PPI	EP2 modulator	S1P4 ag	p97 inhibitor	NPY2 pot ag	NPY1 pot ag	PGE2 EP2 inh	NPY-Y1 antag	S1P4 antag
1	CCN(CC)S(=O)(=O)c1ccc2oc(C(=O)NCc3ccc(C)cc3)c(C)c2c1	-12	-18	-0.8	-1	3	12	15	-3	-3
2	COc1cccc(-c2csc(NC(=O)C3CC3)n2)c1	-2	-8	1.0	0	-1	12	13	1	1
3	CCN1CCN(C(c2cccs2)C(C)NS(=O)(=O)c2ccc(C)cc2)CC1 (stereo not given)	1	-5	-0.2	-8	0	-20	3	-2	-2
4	CCNc1nnc(CSc2nc3ccccc3s2)s1	-4	-46	1.0	3	-8	-15	4	2	-11
5	COC(=O)c1ccc(NC(=O)CSc2nnc(C(C)NC(=O)c3ccccc3Cl)n2C)cc1 (stereo not given)	-5[fluorescence artefact?]	14	0.4	2	37*	33	11	-1	0
6	CCN(CC)CCOCCOc1ccccc1F	3	5	-2.9	3	-9	-10	-5	-3	-14
7	O=C(CSc1cccc[n+]1[O-])c1ccccc1Br	4	29	-1.9	-7	1	2	14	1	-11
8	CCCOc1ccc(S(=O)(=O)NCCCN2CCOCC2)c2ccccc12	-1	1	-0.1	1	-26	-28	10	6	-16
9	Cc1c(N(CC(=O)O)S(=O)(=O)c2ccccc2)c(=O)n(-c2ccccc2)n1C	-1	-1	0.1	8	-7	0	4	-1	-1
10	COc1ccc([N+](=O)[O-])cc1NC(=O)CCN1CCN(c2ccccc2)CC1	0	-4	0.8	6	-2	-10	2	1	-8
11	O=C(c1cccs1)N(c1ccc(Br)cc1)C1C=CS(=O)(=O)C1 (stereo not given)	0	2	2.1	1	4	-2	3	0	-16
12	CC1CN(CC(=O)Nc2ccc([N+](=O)[O-])cc2Br)CC(C)O1 (stereo not given)	3	-3	-0.6	0	-8	7	8	10	1
13	O=C(O)CCCCCN1C(=O)CCC1=O	1	7	-0.9	-5	-3	-11	7	-1	-4
14	Cc1cc(C)cc(OCC(=O)NCc2nc(-c3ccccc3)no2)c1	8	-47	-1.6	-8	-19	-50	8	29*	-13
15	CCOC(=O)N1CCN(C2CC(=O)N(c3ccc(C)cc3)C2=O)CC1 (stereo not given)	1[fluorescence artefact?]	18	1.6	7	-3	-26	8	1	-5
16	C=CCNC(=O)c1onc(CSc2ccccc2C)c1C(=O)O	8[fluorescence artefact?]	-3	-3.5	1	-29	-21	10	12	11
17	COc1ccccc1CN(C)CC(=O)Nc1ccccc1-c1ccccc1	-1	71*	-0.9	-6	-9	2	8	15	-18
18	Cc1ccc(CSc2nc3ccncc3n2CC(=O)Nc2cc(C)cc(C)c2)cc1	1	-7	1.3	1	11	-2	15	-3	-2
19	O=C(NC1(C(F)(F)F)NC(=O)N(Cc2ccccc2)C1=O)c1cccnc1 (stereo not given)	7	10	1.1	5	-2	-2	3	5	-19
20	Cc1ccc(/C=N/NC(=O)c2sccc2OCc2ccc(F)cc2)cc1	0	20	-0.9	-7	-76	-138	13	27*	-12
21	Cc1ccc2nc(-c3ccc(N4C(=N)SC5CS(=O)(=O)CC54)cc3)sc2c1 (stereo not given)	-3	-12	-1.3	4	-9	-20	17	2	-10
22	Cc1nn2c(NCCN(C)C)c3c(nc2c1-c1ccccc1)CCC3	-3	0&-11	-0.6	4	6	23	2	/	-5
23	CCc1ccc(C2CC(=O)NC(SCC(=O)OC(C)C)=C2C#N)cc1 (stereo not given)	-5	18	0.3	-5	5	-10	10	-6	1
24	COc1cc(NC(=O)c2ccccc2Cl)ccc1NC(=O)c1ccco1	-2	-58	-0.6	0	-1	16	17	6	-23
25	COc1ccccc1NC(=S)NC(NC(=O)CC(C)C)C(Cl)(Cl)Cl (stereo not given)	0	-2	0.2	6	4	24	9	17	-1
26	CCCCc1cc2c(c(NC(C)=O)n1)c(=O)oc1ccccc12	-2[fluorescence artefact?]	13	3.5	9	6	-5	10	0	-6
27	COc1ccc(S(=O)(=O)NN=C2CCCCC2)cc1	-1[fluorescence artefact?]	10	-0.7	2	-6	12	9	-2	-19
28	O=C(COc1ccccc1)NC(=S)Nc1cccc(NC(=O)c2ccccc2Cl)c1	1	-2	0.2	1	4	8	8	0	-10
29	O=C(CSc1nnc(-c2n[nH]c3ccccc23)n1-c1ccccc1)Nc1cccc(Cl)c1	21[fluorescence artefact?]	-14	1.3	3	4	4	4	1	-25
30	CC1CCCCN1S(=O)(=O)c1ccc(S(=O)(=O)NCCc2ccncc2)cc1 (stereo not given)	2[fluorescence artefact?]	-52&-20	-0.3	2	-4	-5	14&2	-1	-1
31	COc1cccc(NC(=S)N2CCn3cccc3C2c2cccnc2)c1 (stereo not given)	-2	-48	-1.5	-5	-15	-25	11	-2	-2
32	CCOC(=O)c1nn(-c2ccc(Cl)cc2)c2nnc(Cc3ccccc3)c(=O)n12	0	20	-0.5	-3	-14	5	7	-1	-6
33	COc1cccc(/C=N/NC(=O)c2ccc(COc3ccc(Cl)cc3Cl)o2)c1	-5	-35	0.5	-4	5	8	18	0	-21
34	Cc1ccc2nc(NCc3ccco3)c(C=NCc3ccco3)c(=O)n2c1	-5	63*	1.8	-2	-13	-13	8	5	0
35	O=C(N/N=C\c1ccc(OCC(=O)N2CCCC2)cc1)C(=O)Nc1ccccc1F	9	-9	0.4	1	8	-3	3	-4	-13
36	CC1=C(C#N)C(Nc2cccc(C)n2)(C(F)(F)F)C(=O)N1 (stereo not given)	-6	8	1.0	-5	-12	-18	13	2	-10
37	COc1ccc2[nH]cc(CCNS(=O)(=O)c3ccc(C)cc3)c2c1	-2	-22	-0.5	-5	-12	-21	7	/	-2
38	O=C(NC1CCCCC1)C(c1ccc(F)cc1)N(C(=O)Cc1ccsc1)c1ccc(F)cc1 (stereo not given)	-4[fluorescence artefact?]	-12	-1.1	3	11	14	7	3	-4
39	COc1ccc(NC(=O)c2nc(SC)ncc2Cl)cc1	0	-7	-0.4	4	-3	-22	8	/	-6
40	COc1c(Br)cc(Br)cc1/C=C1/C(=O)N=C(N)N1C	-4	-32	3.4	-4	-3	0	6	6	-12

Another view of part of the listing above:
28: O=C(COc1ccccc1)NC(=S)Nc1cccc(NC(=O)c2ccccc2Cl)c1
  eIF4E 4G PPI: 1
  EP2 modulator: -2
  S1P4 ag: 0.2
  p97 inhibitor: 1
  NPY2 pot ag: 4
  NPY1 pot ag: 8
  PGE2 EP2 inh: 8
  NPY-Y1 antag: 0
  S1P4 antag: -10
29: O=C(CSc1nnc(-c2n[nH]c3ccccc23)n1-c1ccccc1)Nc1cccc(Cl)c1
  eIF4E 4G PPI: 21[fluorescence artefact?]
  EP2 modulator: -14
  S1P4 ag: 1.3
  p97 inhibitor: 3
  NPY2 pot ag: 4
  NPY1 pot ag: 4
  PGE2 EP2 inh: 4
  NPY-Y1 antag: 1
  S1P4 antag: -25

The main list resumes, repeating the three entries before the break.
#	molecule	eIF4E 4G PPI	EP2 modulator	S1P4 ag	p97 inhibitor	NPY2 pot ag	NPY1 pot ag	PGE2 EP2 inh	NPY-Y1 antag	S1P4 antag
38	O=C(NC1CCCCC1)C(c1ccc(F)cc1)N(C(=O)Cc1ccsc1)c1ccc(F)cc1 (stereo not given)	-4[fluorescence artefact?]	-12	-1.1	3	11	14	7	3	-4
39	COc1ccc(NC(=O)c2nc(SC)ncc2Cl)cc1	0	-7	-0.4	4	-3	-22	8	/	-6
40	COc1c(Br)cc(Br)cc1/C=C1/C(=O)N=C(N)N1C	-4	-32	3.4	-4	-3	0	6	6	-12
41	COC(=O)c1ccc2c(=O)n(CC3CCCO3)c(SCC(=O)Nc3ccccc3Cl)nc2c1 (stereo not given)	-37	33	-2.3	3	-5	11	6	-4	-10
42	O=C(Nc1cccnc1)c1sc(Nc2ccccc2)nc1-c1ccccc1	12[fluorescence artefact?]	-31	-0.3	6	1	9	15	-8	-9
43	CCC(CC)c1nnc(NC(=O)c2ccc3ccccc3n2)s1	5[fluorescence artefact?]	4	0.0	-2	3	0	13	3	-15
44	COc1ccc(Cl)cc1NC(=O)NCc1ccco1	3	-16	-1.1	2	-13	8	1	-2	-12
45	COc1c(Cl)cc(C(=O)Nc2ccccc2C(=O)O)cc1Cl	19	24	-4.8	9	-2	4	4	-1	-5
46	CC(=O)c1cccc(NC(=O)N2CCCC2C(=O)NCc2ccc(F)cc2)c1 (stereo not given)	-1	-16	-0.3	1	-8	-8	6	9	1
47	CCOC(=O)c1ccc(NC(=O)CN2C(=O)NC3(CCC(C)CC3)C2=O)cc1 (stereo not given)	0	-6	2.3	5	12	26	25	-5	-2
48	CCOC(=O)/C=C1\NC(=O)C(C)S1 (stereo not given)	1	27	-0.3	2	4	4	1	-3	-15

By substructure, the entries above containing a COOH group.
#	molecule	eIF4E 4G PPI	EP2 modulator	S1P4 ag	p97 inhibitor	NPY2 pot ag	NPY1 pot ag	PGE2 EP2 inh	NPY-Y1 antag	S1P4 antag
9	Cc1c(N(CC(=O)O)S(=O)(=O)c2ccccc2)c(=O)n(-c2ccccc2)n1C	-1	-1	0.1	8	-7	0	4	-1	-1
13	O=C(O)CCCCCN1C(=O)CCC1=O	1	7	-0.9	-5	-3	-11	7	-1	-4
16	C=CCNC(=O)c1onc(CSc2ccccc2C)c1C(=O)O	8[fluorescence artefact?]	-3	-3.5	1	-29	-21	10	12	11
45	COc1c(Cl)cc(C(=O)Nc2ccccc2C(=O)O)cc1Cl	19	24	-4.8	9	-2	4	4	-1	-5

This is a subset, so the mix of outcomes need not match the whole.
